TRPC4 inh: inhibitors of mouse TRPC4 channel, primary screen, Fluo4 calcium, HEK293 TRPC4beta/mu-opioid cells | Short transient receptor potential channel 4 (Mus musculus), Q9QUQ5 | DAMGO-evoked Fluo4 calcium flux; stronger effect = lower value | B-score at 10 µM | hit rate 0.39% among 300,000 | AID 2247, 2010;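 active = B-score over 3 SD under the library average, no early fluorescence shift, positive overall ratio signal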
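Material: HEK293 cells with stable TRPC4beta plus mu-opioid receptor expression / Probe or stimulus: DAMGO in two steps, submaximal then maximal / Compound: single concentration per test compound / Technique: kinetic Fluo4 fluorescence imaging of calcium influx / Read-out: per-well B score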
TRPC6 inhibitor: mouse TRPC6 channel inhibitors, primary screen, cell-based, HEK293, membrane potential dye; hit rate 1.1% among 310,000; ACh-evoked depolarization; stronger effect = lower value; B-score at 10 µM;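 active = B-score under library mean minus 3 SD, initial fluorescence not abnormally high, positive integrated signal ratio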;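 also: B-score derived from integrated fluorescence ratio over the kinetic read; more negative B-score means stronger inhibition of depolarization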
MrgX1 antagonist: antagonists of human MrgX1 receptor, primary screen, HEK293 cells, Fluo-4 calcium flux; Mas-related G-protein coupled receptor member X1 (Homo sapiens), Q96LB2; BAM8-22 antagonism; stronger effect = lower value; B-score at 10 µM; hit rate 1.3% among 310,000;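 active = calcium-response B-score plate-corrected more than 3 library SD below zero, starting fluorescence within 5 deviations, no agonist response on first addition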;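 also: peak minus trough fluorescence over baseline after final BAM8-22 challenge near maximal dose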
Target sequence (Q96LB2 whole entry, looked up): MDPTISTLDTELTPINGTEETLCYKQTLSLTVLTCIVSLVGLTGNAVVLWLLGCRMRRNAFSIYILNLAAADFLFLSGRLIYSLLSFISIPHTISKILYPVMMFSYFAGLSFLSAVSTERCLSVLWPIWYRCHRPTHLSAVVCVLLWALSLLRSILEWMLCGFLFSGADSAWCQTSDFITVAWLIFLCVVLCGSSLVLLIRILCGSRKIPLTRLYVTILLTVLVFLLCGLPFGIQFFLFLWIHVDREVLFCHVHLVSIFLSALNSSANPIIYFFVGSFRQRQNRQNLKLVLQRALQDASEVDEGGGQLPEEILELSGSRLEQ
TRPC6 activator: mouse TRPC6 channel activators, primary screen, cell-based, HEK293, membrane potential dye | Short transient receptor potential channel 6 (Mus musculus), Q61143 | HEK293-TRPC6 membrane potential dye fluorescence; stronger effect = higher value | B-score at 10 µM | hit rate 0.13% among 310,000;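 active = B-score of the integrated fluorescence ratio above library mean plus 3 SD, and starting fluorescence ratio within library mean plus 5 SD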;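 also: higher score means more depolarization so channel activation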
TRPC4 agonist: activators of mouse TRPC4 channel, primary screen, Fluo4 calcium, HEK293 TRPC4beta/mu-opioid cells | B-score at 10 µM | AID 2237, 2010 | Fluo4 calcium fluorescence; stronger effect = higher value | Short transient receptor potential channel 4 (Mus musculus), Q9QUQ5 | hit rate 0.49% among 310,000;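 active = B-score above 5 SD of library B-scores, and initial fluorescence ratio not above library mean plus 5 SD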;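 also: positive B-score marks a calcium rise read as TRPC4 activation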
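Incubation: 45 min room-temperature Fluo4 loading, 110 s read / System: HEK293 cells stably co-expressing mouse TRPC4beta and mu-opioid receptor / Signal: Fluo4 fluorescence, kinetic / Control set: buffer (low) and maximal DAMGO (high) / Measure: integrated baseline-normalised fluorescence ratio, converted to per-well B score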
IEC-6 tox: cytotoxicity in IEC-6 intestinal epithelial cells, primary screen, cytotoxicity control for KLF5 inhibitor project, cell-based, luminescence. IEC-6 cytotoxicity, luminescence viability. inhibition, % at 5 µM. hit rate 0.78% among 290,000. AID 1825, 2009; in the data active = inhibition above about 22%;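 also: 0% = plate median of test compound wells and 100% = cytotoxic reference compound wells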
KLF5 inh: KLF5 expression inhibitors, primary screen, DLD-1 cells, luminescence; DLD-1 KLF5 promoter-luciferase reporter; inhibition, % at 5 µM; hit rate 0.23% among 290,000; AID 1700, 2009;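 active = inhibition above a per-plate limit of that plate's mean compound inhibition plus 3 SD, cut at about 60% in these data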;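 also: 0% = DMSO wells and 100% = LY294002 at 200 µM; higher means less KLF5 promoter-driven luciferase light; inactives centre near -14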
HIF activator: HIF pathway transcriptional activators, primary screen, cell-based, U2OS HRE-luciferase, luminescence; U2OS HRE-luciferase reporter; normalized: DMSO 0%, desferrioxamine 100%; activation, % at 7.5 µM (by protocol); hit rate 0.32% among 300,000;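 active = mean activation of at least 10% of the iron chelator positive control signal, with at least half of replicates also reaching 10%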
aSyn 5UTR inh: MLPCN primary screen, SNCA 5' untranslated region; alpha-synuclein 5'UTR reporter, inhibitor activity; AID 1813, 2009; hit rate 0.82% among 300,000; inhibition, % (tested at 7.5 µM); in the data active = inhibition above about 60%;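 also: H4 neuroglioblastoma cells stably carrying SNCA 5'UTR luciferase fusion; 0% = DMSO wells and 100% = positive control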
SKKanGAS inh: S. pyogenes SKKanGAS growth inhibitors in kanamycin, primary screen, streptokinase expression inhibitor project, SKKanGAS strain, BacTiter-Glo luminescence; 6 h; inhibition, % at 7.5 µM; hit rate 1.3% among 300,000; AID 1662, 2009;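 active = mean replicate score, as percent of positive control median, at least 50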;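 also: strain carries kanamycin resistance gene driven by streptokinase promoter and grows in 40 µg/ml kanamycin; loss of luminescence reflects streptokinase promoter inhibition or plain growth inhibition; 0% = median of DMSO wells and 100% = positive control at its reference dose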
TRPC4 potent: positive allosteric modulators of TRPC4, primary screen, cell-based, mouse TRPC4beta, HEK293 mu-opioid, Fluo-4 calcium; Short transient receptor potential channel 4 (Mus musculus), Q9QUQ5; DAMGO EC20, Fluo-4 Ca2+ flux; stronger effect = higher value; B-score at 10 µM; hit rate 0.42% among 310,000; AID 2227, 2009;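 active = B-score of calcium response area above 5 SD of library B-scores, with initial fluorescence ratio within 5 SD of library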;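 also: B-score of integrated fluorescence ratio over time as area under calcium response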
Starred values were filed as active, the others as inactive; i = inactive; x = not tested or not shown.

canonical_smiles,TRPC4 inh,TRPC6 inhibitor,MrgX1 antagonist,TRPC6 activator,TRPC4 agonist,IEC-6 tox,KLF5 inh,HIF activator,aSyn 5UTR inh,SKKanGAS inh,TRPC4 potent
COc1ccc(/C=N/NC(=O)c2cc(-c3ccccc3OC)nc3ccccc23)cc1COC(C)=O,i,i,i,i,i,4,-28,-0.2,10,9,i
NC(=O)C1CCCc2c1n(Cc1ccccc1)c1ccccc21 (stereo not drawn),i,i,i,i,i,-2,-32,-12,-1,6,i
Cc1cc(C)cc(-n2ncc3c2CCCC3NC(=O)c2cc(C)n(C)n2)c1 (stereo not drawn),i,i,i,i,i,1,-49,0.3,-3,10,i
CN1C(=O)C(=O)/C(=C(/O)c2ccc(Br)cc2)C1c1ccccc1F (stereo not drawn),i,i,i,i,i,6,0,-4.4,2,0,i
Cc1cc(=O)[nH]c(SCC(=O)Nc2ccc(C(=O)O)cc2)n1,i,i,i,i,i,-8,-17,0.5,-18,0,i
CSc1nnc(CNS(=O)(=O)c2ccc(Br)cc2)n1C,i,i,i,i,i,0,-2,-0.2,19,-2,i
COCCCNC(=O)CCSc1ccc(Cl)cc1,i,i,i,i,i,-1,-3,-0.3,4,2,i
Cn1nnnc1SCC(=O)Nc1c(Cl)cccc1Cl,i,i,i,i,i,4,-28,0.1,11,-2,i
COC(=O)COc1ccc(S(=O)(=O)NCCC2=CCCCC2)cc1,i,i,i,i,i,-1,-18,-0.4,-23,16,i
N#C/C(=C\c1cccc2ccccc12)c1nn(-c2ccccc2)c(N)c1C#N,i,i,i,i,i,4,16,1.2,-56,18,i
O=[N+]([O-])c1ccc(OCCn2cncn2)cc1,i,i,i,i,i,8,9,0.9,15,-4,i
COc1ccc(OCCNc2cc(N3CCOCC3)ccc2[N+](=O)[O-])cc1,i,i,i,i,i,2,-19,-1.5,7,0,i
CCOC(=O)C1CCCN(CC(=O)NC2CC2)C1 (stereo not drawn),i,i,i,i,i,x,x,0.2,20,1,i
CCOC(=O)C1C(=O)C=C(N2CCOCC2)CC1c1cccc(OC)c1 (stereo not drawn),i,i,i,i,i,-7,2,-2.0,13,8,i
CN(CC(=O)Nc1ccccc1C(F)(F)F)C(=O)CCc1nc2ccccc2c(=O)[nH]1,i,i,i,i,i,x,x,-0.5,4,1,i
O=C(c1ccc(Br)o1)N(Cc1ccccc1)Cc1ccccc1,i,i,i,i,i,2,-4,0.0,10,3,i
O=C(Nc1ccc2ccccc2c1)c1ccc2[nH]c(=O)c(=O)[nH]c2c1,i,i,i,i,i,-1,-54,1.3,-3,5,i
Cc1nc(-c2ccccc2)sc1C(=O)CSc1ccc(F)cc1,i,i,i,i,i,-7,6,0.0,-50,41,i
Cc1ccc(NC(=O)COC(=O)COc2cccc3c2OC(C)(C)C3)c(C)c1,i,i,i,i,i,x,x,-0.1,-20,3,i
CCSc1ncccc1-c1nc2ccccc2[nH]1,-7*,i,i,i,i,8,39,2.5,-48,-23,i
Cc1cc(NC(=O)CSc2nnnn2-c2cc(Cl)ccc2C)no1,i,i,i,i,i,3,-3,0.2,-4,0,i
CN(C)S(=O)(=O)c1ccc(C(=O)OCC2CCCO2)cc1 (stereo not drawn),i,i,i,i,i,2,-2,-1.6,-4,2,i
Cc1cc(=O)oc2cc(NC(=O)C3COc4ccccc4O3)ccc12 (stereo not drawn),i,i,i,i,i,-2,-21,-0.3,-62,5,i
CCS(=O)(=O)NCCCCc1ccccc1,i,i,i,i,i,-3,-7,0.4,8,-8,i
COc1ccc(Oc2cccc(Cl)c2CNC(=O)CC(C)(C)CC(=O)O)cc1,i,i,i,i,i,2,-18,-0.2,0,-5,i
O=C(NCC(=O)N1CCN(C(=O)c2ccco2)CC1)c1ccccc1,i,i,i,i,i,-1,-34,0.1,-14,-3,i
CCC(=O)NC(c1ccc(Cl)cc1Cl)c1ccc2cccnc2c1O (stereo not drawn),i,i,i,i,i,26*,86*,102*,75*,64*,i
O=C(N/N=C/c1c[nH]c2ccccc12)c1ccccc1O,i,i,i,i,i,-4,-117,0.6,-52,-3,i
Cc1ccc(CNC(=O)c2ccc(CNS(=O)(=O)c3ccc4c(c3)C(C)(C)C(=O)N4C)cc2)o1,i,i,i,i,i,10,-20,-0.2,17,1,i
Cc1ccc(NC(=O)[C@H](NC(=O)[C@@H]2Cc3ccccc3CN2)c2ccccc2)cc1,i,i,i,i,i,1,-20,1.8,-31,1,i
CC(C)(C)CN1CCC(Oc2cccc(C(=O)N3CCC[C@H]3CO)c2)CC1,i,i,i,i,i,-4,-37,-0.3,-25,4,i
COCCNc1nc(Cl)c(C#N)s1,i,i,i,i,i,-2,-20,0.1,24,-7,i
COc1ccc(C)cc1NC(=O)CCNC(=O)Cn1ccc2ccccc2c1=O,i,i,i,i,i,-5,-5,-0.7,11,0,i
CCOc1ccc(CCNC(=O)CSCC(=O)Nc2cccc(C)c2)cc1OCC,i,i,i,i,i,x,x,0.1,14,-10,i
COc1cc(C(=O)N/C(=C\c2cn(C)c3ccccc23)C(=O)NCCCO)cc(OC)c1OC,i,i,i,i,i,2,-9,-0.1,22,x,i
CC(C)OC(=O)c1c(NC(=O)C2CC=CCC2C(=O)O)sc2c1CCCCC2 (stereo not drawn),i,i,i,i,i,-8,-45,-0.2,8,-17,i
Cc1c(C(=O)Nc2c(F)cccc2F)sc2ncnc(N3CCN(c4ccccc4)CC3)c12,i,i,i,i,i,1,2,-0.2,8,30,i
Cc1cc(C)cc(NC(=O)C2CCN(S(=O)(=O)c3ccc4c(c3)NC(=O)C(C)S4)CC2)c1 (stereo not drawn),i,i,i,i,i,-3,-13,-0.1,7,11,i
Cc1cccc(OCC(=O)Nc2ccc3c(C)cc(=O)oc3c2)c1,i,i,i,i,i,-3,-8,-1.3,22,-6,i
Cc1ccccc1NC(=O)CSc1nnc2ccc(-c3ccccn3)nn12,i,i,i,i,i,x,x,-0.1,17,0,i
CC(=O)Nc1cccc(C(=O)/C=C/c2ccco2)c1,i,i,i,i,i,-9,-3,0.4,-13,-3,i
COc1ccc(OCc2nnc(SCc3ccc(C(=O)O)cc3)o2)cc1,i,i,i,i,i,3,-46,-0.5,5,3,i
O=C(NCCc1cccs1)C1CC(c2ccccc2F)=NO1 (stereo not drawn),i,i,i,i,i,x,x,1.7,5,0,i
COc1ccc(O)c(/C=N/NC(=S)NCCc2ccccc2)c1,i,i,i,i,i,11,6,0.7,12,1,i
COc1ccc(OC)c(S(=O)(=O)NCCc2csc(-c3cccnc3)n2)c1,i,i,i,i,i,-1,-31,x,2,12,i
COCCN(C(=O)c1ccco1)c1nnc(-c2ccc(F)cc2)s1,i,i,i,i,i,-1,-37,1.9,-92,-3,i
CN(c1cccc(NC(=O)CN(c2cccc(Cl)c2)S(=O)(=O)c2ccc(Cl)cc2)c1)S(C)(=O)=O,i,i,i,i,i,1,2,-0.3,10,18,i
CC(=O)OCC1=C(C(=O)O)N2C(=O)C(NC(=O)c3ccc(COc4ccc(Cl)cc4)o3)C2SC1 (stereo not drawn),i,i,i,i,i,-10,5,-0.5,-7,7,i
N#Cc1ccccc1Sc1ccccc1N,i,i,i,i,i,-2,-18,0.1,6,0,i
CC(=O)c1cccc(NC(=O)Cn2cnc(S(=O)(=O)N3CCc4ccccc43)c2)c1,i,i,i,i,i,3,-7,-0.2,28,8,i
Cc1ccc2nc(N3C(=O)C(O)=C(C(=O)c4ccco4)C3c3ccc(C)o3)sc2c1 (stereo not drawn),i,i,i,i,i,6,-28,2.7,-82,40,i
C=C1CCN([C@@H](CC(C)C)C(=O)NCc2ccco2)S(=O)(=O)c2ccccc21,x,i,i,i,i,x,x,-0.2,0,5,i
CC(C)(C)[C@H]1C=C(C(=O)N2CCOCC2)O[C@@H](OCc2ccc(CO)cc2)C1,i,i,i,i,i,-1,-15,0.4,-1,0,i
CCOC(=O)N1CCN(Cc2cn[nH]c2-c2cccc3ccccc23)CC1,i,i,i,i,i,4,-2,0.1,4,5,i
NC(=O)CC(NC(=O)c1ccccc1)c1ccc(NC2CCN(Cc3ccccc3)CC2)c([N+](=O)[O-])c1 (stereo not drawn),i,i,i,i,i,-2,6,0.3,10,-2,i
Cc1ccc2nc(SCC(=O)Nc3ccc4c(c3)OCCO4)nc(=O)n2c1,i,i,i,i,i,x,x,1.3,-12,3,i
COc1ccc(C(=O)O)cc1S(=O)(=O)NCc1ccccn1,i,i,i,i,i,-2,-18,0.2,-21,-2,i
Oc1ccccc1Nc1ccccn1,i,i,i,i,i,-4,-31,-1.0,-11,-1,i
CCOc1ccc2ccccc2c1CNCCN1CCOCC1,i,i,i,i,i,3,4,-0.1,-6,-2,i

Assay outcomes as filed in PubChem.
